aSyn rescue – rescues yeast growth from alpha-synuclein toxicity; Yeast expressing alpha-synuclein, growth rescue, BacTiter-Glo, 24 h; Potency, µM (series often up to 46.1 µM), without a hit: top-dose growth rescue (activation), hits mostly activators; 0.14% of 370,000 active; also: potency is read from the fitted curve at half-maximal effect; % of control where 0% means no effect; nearly all actives have a fitted effect of over 65% in size
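Galactose-induced alpha-syn yeast (OD600=0.02, raffinose-pregrown) + pinned cpd, 24 hr, 30 deg C; growth by BacTiter-Glo luminescence. Growth restoration scores as activation.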
DRD3 antagonist – antagonists of human D3 dopamine receptor; 2.5% of 360,000 active; D3R cells, DiscoveRx beta-arrestin luminescence, antagonist mode; active compounds read low; P35462; max response, negative = inhibition, %; in the data active = max response below about -50%; inconclusive = no clear call, values can overlap the other calls; also: % is scaled to controls: 0 for no effect and ±100 for the full control effect; mostly tested at two doses, the higher about 12 µM
Target sequence (P35462 whole entry, looked up): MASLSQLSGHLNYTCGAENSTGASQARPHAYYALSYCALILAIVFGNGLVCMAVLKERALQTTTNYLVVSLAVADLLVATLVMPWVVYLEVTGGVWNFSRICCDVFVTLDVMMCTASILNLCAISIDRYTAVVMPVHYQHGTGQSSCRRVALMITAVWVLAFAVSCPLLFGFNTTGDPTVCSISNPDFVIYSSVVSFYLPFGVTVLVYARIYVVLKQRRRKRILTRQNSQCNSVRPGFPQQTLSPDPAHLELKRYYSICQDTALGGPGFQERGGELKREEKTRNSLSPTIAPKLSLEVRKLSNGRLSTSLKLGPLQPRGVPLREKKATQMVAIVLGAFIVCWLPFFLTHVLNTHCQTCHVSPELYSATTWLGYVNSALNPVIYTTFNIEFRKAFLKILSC
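Cells plated overnight at 1500 cells/well, then exposed to library compounds with dopamine controls for 90 minutes at 37 degrees C. DiscoveRx reagent added for 30–60 minutes at room temperature; luminescence read, quantitative HTS format.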
TDP-43 yeast inh – TDP-43 toxicity inhibition in yeast | TDP-43 expressing yeast growth rescue, BacTiter-Glo, 24 h | Potency, µM (highest dose often 46.1 µM), for inactives: at the highest dose growth rescue (activation), hits mostly activators | 1.8% of 410,000 active; also: potency is read from the fitted curve at half-maximal effect; % of control where 0% means no effect; nearly all actives have a fitted effect of over 50% in size
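Galactose-induced TDP-43 yeast, OD600=0.02, compound pinned; 24 hr, 30 deg C; BacTiter-Glo luminescence for growth. Inhibitors of TDP-43 toxicity read as activators.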
GLP1R cytotox – cytotoxicity counter-screen for GLP-1 receptor inverse agonists; HEK293 cAMP-luciferase reporter cells, luminescence, 24 h; Potency, µM (series often up to 38.3 µM), inactives show at the highest dose activity change, negative = inhibition, actives largely listed as inhibitors; 0.13% of 410,000 active; AID 624418;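 also: loss of luciferase light is scored as toxicity; potency is read from the fitted curve at half-maximal effect; % is scaled to controls: 0 for no effect and ±100 for the full control effect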
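Compound-treated cells are incubated 24 hr at 37 deg C under 5% CO2 after a 12 hour attachment period, then luciferase detection reagent is added and luminescence is measured following 12 min at room temperature; lowered signal indicates toxicity.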
KB-V1 cytotox – KB-V1 MDR subline cytotoxicity | KB-V1 MDR cells viability, CellTiter-Glo, 72 h | Potency, µM (top dose mostly 46.1 µM), without a hit: top-dose activity change, negative = cytotoxicity, usual class: cytotoxic | 3.4% of 400,000 active | AID 1347076; also: potency is read from the fitted curve at half-maximal effect; % is scaled to controls: 0 for no effect and ±100 for the full control effect; nearly all actives have a fitted effect of over 60% in size
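Luminescent ATP read-out (CellTiter-Glo, 10 min) measures survival of drug-selected KB-V1 MDR cells after 72 h, 37 degrees C compound exposure. Medium: phenol-red-free DMEM, 10% FBS. Values from fitted concentration-response curves.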
GLP-1R inv ag – inverse agonists of human GLP-1 receptor. P43220. HEK293 GLP-1R CRE-luciferase, luminescence, 24 h; GLP-1R form is constitutively active. Potency, µM (doses to about 38.3 µM), for inactives: at the highest dose activity change, negative = inhibition, actives largely listed as inhibitors. 1.6% of 410,000 active; also: potency is read from the fitted curve at half-maximal effect; % is scaled to controls: 0 for no effect and ±100 for the full control effect; nearly all actives have a fitted effect of over 55% in size
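Inverse agonists were sought by their lowering of basal cAMP reporter luciferase output in HEK293 cells stably carrying constitutively active human GLP-1R, after 24 h compound treatment.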
D3 ag – activates the human D3 dopamine receptor | max activation, % | 0.58% of 410,000 active | P35462 | D3R DiscoveRx beta-arrestin cells, luminescence, 90 min; in the data active = max activation above about 30%; also: 0% is about no effect; mostly tested at two doses, the higher about 12 µM
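Agonist mode: compounds and dopamine controls were applied to plated cells for 90 min at 37 degrees C after an overnight attachment at 1500 cells/well. Luminescent read-out followed 30 - 60 minutes at room temperature with DiscoveRx detection reagent.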
GLP-1R agonist – agonists of human GLP-1 receptor | P43220 | Potency, µM (series often up to 45.6 µM), inactives show at the top dose activation, usual class: activators | 0.007% of 380,000 active | AID 624172 | HEK293 GLP-1R CRE-luciferase, luminescence, 4-6 h; cells express a hypersensitive GLP-1R form; also: potency is read from the fitted curve at half-maximal effect; % of control where 0% means no effect
PTHR1 agonist – agonists of human PTHR1 parathyroid hormone receptor; Q03431; HEK293 GP2 PTHR1 cells, GloSensor cAMP luminescence, 1 h; Potency, µM (top dose mostly 115 µM), inactives show at the highest dose activation, most hits filed as activators; 0.075% of 410,000 active; also: potency is read from the fitted curve at half-maximal effect; nearly all actives have a fitted effect of over 55% in size; some results filed as inactive show a strong effect at the top dose; inactives centre near -15; many of its hits are not listed in these tables
Target sequence (Q03431 whole entry, looked up): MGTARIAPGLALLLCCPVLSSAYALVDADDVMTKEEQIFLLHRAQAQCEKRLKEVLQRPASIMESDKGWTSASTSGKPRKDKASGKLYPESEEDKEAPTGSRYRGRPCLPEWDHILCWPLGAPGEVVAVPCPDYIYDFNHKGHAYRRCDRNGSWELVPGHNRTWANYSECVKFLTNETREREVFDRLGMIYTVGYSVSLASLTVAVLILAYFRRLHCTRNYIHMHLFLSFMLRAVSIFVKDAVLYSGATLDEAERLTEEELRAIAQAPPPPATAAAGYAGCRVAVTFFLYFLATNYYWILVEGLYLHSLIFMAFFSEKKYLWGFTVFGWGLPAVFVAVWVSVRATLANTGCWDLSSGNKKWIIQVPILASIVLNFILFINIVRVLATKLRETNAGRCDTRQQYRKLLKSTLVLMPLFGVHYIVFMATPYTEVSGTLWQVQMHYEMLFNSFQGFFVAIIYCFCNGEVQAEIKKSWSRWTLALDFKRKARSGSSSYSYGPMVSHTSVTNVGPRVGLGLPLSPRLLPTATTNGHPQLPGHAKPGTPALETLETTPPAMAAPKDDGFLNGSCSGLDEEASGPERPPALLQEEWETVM
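HEK-293-derived GP2 cells expressing PTHR1 and a GloSensor cAMP reporter, 3,000/well, plated overnight, given luciferin plus IBMX (each 0.5 mM as added) for 1 h at 37 °C, then compound for 1 h at 37 °C. Luminescence was read after 15 min at room temperature.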
Numbers without * were called inactive; i = inactive; ? = inconclusive; / = no result given; [ ] = another dose, or the depositor's remark. Unless noted, calls follow the shape of the dose curve; as a rule, active = well fitted curve in the direction sought with a large enough effect; inconclusive = small, poorly fitted or top-dose-only effect, or another doubt; inactive = no such curve, though single readings can be large; an effect the other way counts as inactive or inconclusive. This is a subset; rates above refer to the full screens.

#	SMILES	aSyn rescue	DRD3 antagonist	TDP-43 yeast inh	GLP1R cytotox	KB-V1 cytotox	GLP-1R inv ag	D3 ag	GLP-1R agonist	PTHR1 agonist
1	CCNC(=S)N(CCc1cccc(C)c1)Cc1cc2cc(OC)c(OC)cc2[nH]c1=O	2%	13	12%	-1%	3%	0%	2	13%	i
2	CCN(c1ncnc2c1cnn2-c1ccc(C)cc1)C1CCCCC1	/	/	22%	1%	1%	?	7	/	i
3	O=C(Cc1ccccc1F)NNC(=O)c1ccncc1	-3%	-15	0%	0%	7%	2%	-5	4%	-9%
4	O=C(O)CCn1[nH]c(=O)ccc1=O	2%	-4	-4%	1%	34%	0%	0	-10%	-7%
5	Cc1ccc(S(=O)(=O)c2nc(-c3ccco3)oc2SCC(=O)c2ccc(Cl)cc2)cc1	/	/	15%	-2%	0%	?	-3	/	0%
6	Cc1cccc(C(=O)N/C(=C\c2ccco2)C(=O)N2CCCC2)c1	9%	4	6%	-19%	-10%	1%	0	-6%	-21%
7	Cc1ccc(OC(=O)CCC(=O)Nc2ccc(C)c(C)c2)cc1	0%	2	18%	0%	5%	-14%	-5	1%	-3%
8	CCOC(=O)c1sc(=NC(=O)c2c(F)cccc2F)n(C)c1C	-3%	-3	-26%	7%	23%	11%	2	-2%	-12%
9	COc1ccc(C2(OC)Oc3cc(OC)ccc3C(=O)C2(O)OC)cc1 (stereo not given)	0%	2	-1%	141%[activator]	2.9µM*	?	-11	5%	-72%[inhibitor]
10	Cn1c(SCc2nnc(-c3ccccc3)o2)nc2ccccc21	10%	-3	?	28%	?	38%[activator]	-6	12%	i

Entries of single compounds as entered above. Screens in order: aSyn rescue, DRD3 antagonist, TDP-43 yeast inh, GLP1R cytotox, KB-V1 cytotox, GLP-1R inv ag, D3 ag, GLP-1R agonist, PTHR1 agonist
Profile of Cc1cccc(C(=O)N/C(=C\c2ccco2)C(=O)N2CCCC2)c1 → 9%, 4, 6%, -19%, -10%, 1%, 0, -6%, -21%
Profile of Cn1c(SCc2nnc(-c3ccccc3)o2)nc2ccccc21 → 10%, -3, ?, 28%, ?, 38%[activator], -6, 12%, i
Profile of O=C(O)CCn1[nH]c(=O)ccc1=O → 2%, -4, -4%, 1%, 34%, 0%, 0, -10%, -7%

Other entries follow:
#	SMILES	aSyn rescue	DRD3 antagonist	TDP-43 yeast inh	GLP1R cytotox	KB-V1 cytotox	GLP-1R inv ag	D3 ag	GLP-1R agonist	PTHR1 agonist
11	Cc1nc(SCC(=O)Nc2nc3ccccc3s2)n[nH]1	-5%	4	-4%	12%	-15%	10%	-5	3%	-34%[inhibitor]
12	Cc1ccc(Cl)cc1N1CCN(Cc2nnnn2C2CCCCC2)CC1	1%	-24	?	-18%	?	?	-8	-6%	i
13	[N-]=[N+]=NC1CC(CO)OC1n1ccc(=O)[nH]c1=O (stereo not given)	1%	15	12%	-7%	3%	8%	-6	3%	-10%
14	CC(=O)Nc1ccc(S(=O)(=O)NC(=O)C23CC4CC(CC(C4)C2)C3)cc1	6%	-15	9%	-9%	?	-2%	2	-1%	-2%
15	COc1ccc(Cc2nc(C(=O)Nc3ccc(F)cc3)cs2)cc1	-18%	20	?	2%	3%	?	1	24%	-43%[inhibitor]
16	O=C(COC(=O)CNC(=O)c1ccc(Cl)c([N+](=O)[O-])c1)NNC(=O)c1ccccc1F	-2%	11	12%	0%	1%	-1%	2	7%	-18%
17	Cc1cccc(C)c1OC(=O)Cc1ccccc1[N+](=O)[O-]	13%	-24	3%	0%	14%	?	5	23%	i
18	CC(=O)Nc1cncc(-c2ccc(CN(C)C)cc2)n1	1%	32	19%	0%	-8%	-26%	3	3%	-13%
19	COc1ccc(NC(=O)COC(=O)c2ccc(NS(=O)(=O)/C=C/c3ccccc3)cc2)cc1	4%	14	-1%	-1%	21%	1%	-10	7%	i
20	Cc1nc2ncnn2c(C)c1CCC(=O)N1CCN(c2cccc(Cl)c2)CC1	/	/	0%	3%	?	-16%	-6	-5%	-4%

#	SMILES	aSyn rescue	DRD3 antagonist	TDP-43 yeast inh	GLP1R cytotox	KB-V1 cytotox	GLP-1R inv ag	D3 ag	GLP-1R agonist	PTHR1 agonist
21	COc1ccc(/C=C2\SC(=O)N(CC(=O)NCCCn3ccnc3)C2=O)cc1	-8%	2	13%	-24%	25%	?	-3	9%	-15%
22	C=CCn1cccc(C(=O)Nc2ccc(N(C)C)cc2)c1=O	-1%	-21	-7%	4%	0%	7%	-9	-4%	-9%
23	COC(=O)Nc1nnc(SCc2ccc(C)cc2)s1	-2%	?	-4%	62%[activator]	15%	18%	-1	20%	-3%[57.5 µM]
24	O=C(NCCN1CCOCC1)c1cc(=O)[nH]c2ccc(Br)cc12	-6%	10	0%	-4%	-4%	2%	3	8%	-3%[57.5 µM]
25	CCOc1ccccc1NC(=O)N1CCC(NC(=O)c2cccc(C)c2)CC1	0%	8	25%	?	-11%	0%	-2	5%	i
26	COc1ccc(OCCCCc2c(C)n[nH]c2C)cc1	7%	-1	22%	-6%	0%	16%	10	11%	-24%
27	CCN1CCC(N(Cc2ccc(F)cc2)C(=O)Nc2cc(Cl)ccc2C(=O)OC)CC1	/	/	18%	-18%	11%	-3%	8	/	i
28	Cc1ccc(C(C)(C)C)cc1S(=O)(=O)Nc1cccc(S(=O)(=O)NC2=NCCC2)c1	1%	10	15%	3%	18%	?	1	8%	i
29	CCOc1ccccc1NC(=O)c1cc(=O)c2ccc(C)cc2o1	/	/	23%	-7%	7%	-6%	10	/	-21%
30	O=S(=O)(NCC(c1cccnc1)N1CCN(Cc2ccccc2)CC1)c1cc(F)ccc1F (stereo not given)	0%	4	-10%	2%	19%	-11%	1	2%	-3%

#	SMILES	aSyn rescue	DRD3 antagonist	TDP-43 yeast inh	GLP1R cytotox	KB-V1 cytotox	GLP-1R inv ag	D3 ag	GLP-1R agonist	PTHR1 agonist
31	Cc1nc(SC(C)C(=O)NC2CCCC2)c2ccccc2n1 (stereo not given)	2%	23	8%	5%	-15%	-19%	3	7%	-16%
32	O=[N+]([O-])c1ccc(N2CCN(C(=S)c3cccc([N+](=O)[O-])c3)CC2)cc1	-2%	-14	-93%[inhibitor]	3%	-10%	29%	-6	11%	-27%
33	CCC(=O)Nc1nc2nc(-c3ccccc3)cc(-c3ccccc3)n2n1	-9%	-9	1%	2%	-6%	99%[activator]	-15	12%	3%
34	COc1ccc(/C=C2/C(=O)N(c3nc4ccccc4s3)N=C2CSc2ccc(Cl)cc2)cc1	-2%	-21	-1%	12%	0%	24%	4	-15%	14%
35	Cc1nn(-c2nc3ccccc3[nH]2)c(=O)c2ccccc12	-62%[inhibitor]	0	-71%[inhibitor]	-21%	5.8µM*	-96%	6	10%	-33%[inhibitor]
36	Cc1ccc(CNc2nc(N)c([N+](=O)[O-])c(Nc3cccc(F)c3)n2)cc1	/	-16	5%	-5%	-9%	0%	10	11%	-4%
37	C[n+]1ccn(CC(=O)c2cccs2)c1	-23%	-23	0%	10%	8%	-13%	-7	-18%	i
38	CN1CCN(C(=O)c2cc(C(C)(C)C)cc(C(C)(C)C)c2)CC1	-1%	-15	-8%	-4%	-14%	?	-4	11%	-20%
39	O=C1COc2ccc(S(=O)(=O)N3CCC(C(=O)NCc4ccc(F)cc4)CC3)cc2N1	1%	14	15%	5%	?	-6%	3	-1%	i
40	COc1ccc(CN(CC2CCC(C(=O)O)CC2)C(=S)Nc2ccccc2C)cc1 (stereo not given)	2%	0	-10%[0.397 µM]	-3%	-14%	3%	20	4%	i

#	SMILES	aSyn rescue	DRD3 antagonist	TDP-43 yeast inh	GLP1R cytotox	KB-V1 cytotox	GLP-1R inv ag	D3 ag	GLP-1R agonist	PTHR1 agonist
41	COc1cc(Cl)c(S(=O)(=O)N2CC(C)OC(C)C2)cc1Cl (stereo not given)	0%	-8	?	-27%	?	-4%	-1	5%	i
42	CCCCn1nnnc1C(c1cc2ccccc2o1)N1CCCN(C(=O)OC(C)(C)C)CC1 (stereo not given)	2%	-6	?	5%	?	?	6	2%	-9%
43	CCOC(=O)Cn1c(=O)oc2cc(S(=O)(=O)Nc3cc(OCC)ccc3OCC)ccc21	13%	-20	-17%	4%	-17%	0%	1	7%	-12%[57.5 µM]
44	CCOC(=O)c1cc2c(=O)n3ccccc3nc2n(CC2CCCO2)c1=NC(=O)c1ccc(OCC)cc1 (stereo not given)	/	/	?	49%[activator]	-6%	12%	1	/	i
45	Cc1ccc(S(=O)(=O)NCC(=O)NCC(=O)N(C)Cc2ccc(Br)s2)cc1C	-2%	15	9%	-1%	?	?	6	-1%	-3%
46	CCCCC(=O)Nc1ccc(C(=O)Nc2ccc(S(=O)(=O)N3CCCC3)cc2)cc1	-1%	11	-8%	2%	-17%	-5%	-11	-10%	-3%[57.5 µM]
47	O=C1c2ccccc2C(=O)N1CCc1c(-c2ccccc2)[nH]c2ccccc12	10%	139	11µM*	-2%	0%	?	33*	-3%	-61%[inhibitor]
48	Cc1ccccc1NC(=O)Cn1nnc(C(=O)NCCc2ccccc2)c1N	/	/	-4%	-12%	-2%	4%	-2	0%	-69%[inhibitor]
49	N#C/C(=C\c1ccc(OCCN2CCOCC2)cc1)C(=O)Nc1ccc(S(N)(=O)=O)cc1	-1%	4	4%	1%	-5%	40%[activator]	2	2%	i
50	Cc1ccnn1CCC(=O)N1CCCC(CCC(=O)NCc2ccccc2F)C1 (stereo not given)	8%	2	-14%	2%	-19%	14%	9	1%	-2%
51	O=c1[nH]c(C2CCN(S(=O)(=O)c3ccccc3C(F)(F)F)CC2)nc2c1nnn2Cc1ccccc1	3%	9	15%	?	-6%	32%[activator]	1	14%	-33%

High-throughput results (PubChem)
